Screening data: PubChem BioAssay, Broad Institute
CASP6 VEID inh: inhibitors of human caspase-6; purified caspase-6, Z-VEID-R110 cleavage fluorescence; inhibition, % at 12.5 µM; hit rate 0.53% among 350,000;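 active = mean inhibition across replicates at least about 35%, with every replicate also reaching that limit, limit read from the data; inconclusive = only one of the two criteria met; inactive = neither criterion met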;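 also: 0% = median of neutral control wells and 100% = no fluorescence left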
ERp5 block: ERp5 (human) disulfide isomerase inhibition. Q15084. ERp5 insulin aggregation, absorbance 650 nm, 90 min. inhibition, % at 9.99 µM. hit rate 0.05% among 350,000;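 active = mean replicate inhibition above about 25%, with every replicate also reaching it, limit read from the data, passing the limit was not always enough; inconclusive = only one of those two criteria met; inactive = neither criterion met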
miR-122 sensor: miR-122 inhibition in Huh7 cells. hit rate 0.3% among 340,000. activation (reporter increase), % at 12.5 µM. Huh7 miR-122 Renilla luciferase sensor, 48 h; neutral wells = 0, positive control = 100. AID 602342;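 active = mean replicate activation score at least 90 and every replicate individually at or above 90; inconclusive = only one of the two criteria met; inactive = neither criterion met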;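 also: higher luciferase means less miR-122 activity so hits act as miR-122 inhibitors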
CFTR F508del cor: correctors of CFTR F508del function in bronchial epithelial cells; activity (quench increase), % at 7.58 µM; hit rate 0.36% among 350,000; CFBE cells, YFP halide quenching; stimulated with forskolin plus potentiator P3; % fluorescence drop versus neutral controls;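 active = mean added fluorescence quench of at least 8% versus neutral control, with both replicates also reaching 8%; inconclusive = only one of the mean or replicate conditions met; inactive = mean below 8% and not both replicates reaching 8%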;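 also: cells transiently co-express mutant CFTR-F508del with the halide-sensitive YFP; corrector assay measuring rescue of mutant channel to the surface after 24 h compound exposure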
SIRT5 inh: sirtuin-5 (human) deacylase inhibition; Q9NXA8; Purified SirT5, succinyl-peptide AMC, trypsin-coupled fluorescence; inhibition, % at 15 µM; hit rate 1.1% among 330,000; AID 652115; in the data active = inhibition above about 15%; inconclusive = no clear call, values can overlap the other calls
ERAP1 HTS inh: ERAP1 (human) enzyme inhibition; Q9NZ08; recombinant ERAP1, Leu-AMC fluorescence, 60 min; inhibition, % at 10.7 µM; hit rate 0.15% among 340,000;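 active = mean replicate inhibition of at least 30%, or all replicates individually reaching that 30% level; inactive = mean below 30% and not every replicate reaching it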;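 also: 0% = neutral control wells and 100% = L-leucinethiol positive control wells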
Target sequence (Q9NZ08 whole entry, looked up): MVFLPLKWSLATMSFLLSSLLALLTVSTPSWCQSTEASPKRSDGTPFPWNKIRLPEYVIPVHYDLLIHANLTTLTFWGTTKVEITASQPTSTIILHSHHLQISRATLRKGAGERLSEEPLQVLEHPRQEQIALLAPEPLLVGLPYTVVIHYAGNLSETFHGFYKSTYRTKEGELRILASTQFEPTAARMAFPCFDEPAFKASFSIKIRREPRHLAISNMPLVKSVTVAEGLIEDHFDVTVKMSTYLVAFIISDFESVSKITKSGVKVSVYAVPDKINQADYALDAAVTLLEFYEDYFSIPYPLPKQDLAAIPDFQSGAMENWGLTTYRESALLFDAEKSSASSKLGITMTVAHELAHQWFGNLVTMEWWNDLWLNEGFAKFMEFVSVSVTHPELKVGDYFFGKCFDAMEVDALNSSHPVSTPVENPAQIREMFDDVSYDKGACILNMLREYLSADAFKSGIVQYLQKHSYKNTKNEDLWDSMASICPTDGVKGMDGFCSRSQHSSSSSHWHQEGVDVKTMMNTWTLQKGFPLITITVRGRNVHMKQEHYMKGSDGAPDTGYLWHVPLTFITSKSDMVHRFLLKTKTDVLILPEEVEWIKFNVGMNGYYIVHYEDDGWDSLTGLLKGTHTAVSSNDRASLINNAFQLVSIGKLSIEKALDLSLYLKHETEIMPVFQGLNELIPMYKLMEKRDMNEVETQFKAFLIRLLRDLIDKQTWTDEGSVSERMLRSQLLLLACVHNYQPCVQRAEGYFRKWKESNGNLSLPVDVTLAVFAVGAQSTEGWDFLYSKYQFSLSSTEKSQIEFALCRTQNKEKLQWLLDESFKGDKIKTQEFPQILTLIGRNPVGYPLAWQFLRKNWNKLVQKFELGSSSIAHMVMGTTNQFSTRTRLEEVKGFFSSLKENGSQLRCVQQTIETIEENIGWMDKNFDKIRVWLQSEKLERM
DENV2 CPE: protects cells from dengue virus 2 cytopathic effect | hit rate 1.7% among 350,000 | CPE inhibition, % at 9.99 µM | AID 651640 | DENV2-infected cells, cytopathic effect rescue, plate reader; in the data active = CPE inhibition above about 20%, passing the limit was not always enough; inconclusive = no clear call, values can overlap the other calls; tested in BHK-21 cells;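 also: 0% = median of neutral control wells and 100% = median of positive control wells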
* hit, by the source's call; ? = inconclusive; . = not tested or not shown; [ ] = dose if it differs, or a comment.

canonical_smiles	CASP6 VEID inh	ERp5 block	miR-122 sensor	CFTR F508del cor	SIRT5 inh	ERAP1 HTS inh	DENV2 CPE
COc1ccc(-n2c(O)c(C=Nc3ccccc3)c3ccccc3c2=O)cc1	2	-1	-4	-0.3	2	-1	-4
CCOc1ccc(S(=O)(=O)N2CCN(C(=O)C3CSC4(C)CCC(=O)N34)CC2)cc1 (configuration not stated)	-100	9	8	1.6	0	5	1
O=C(CN1C(=O)NC2(CCc3ccccc32)C1=O)c1ccc(F)cc1 (configuration not stated)	0	0	1	-1.1	0	-7	10
CC(=O)Nc1nc(-c2ccc3c(c2)CCN3S(C)(=O)=O)cs1	5	11	-1	0.9	-1	3	9
CNC(=O)C1CC(=O)N(c2ccc(OCC(=O)NCc3ccccc3)cc2)C1 (configuration not stated)	-1	3	-4	-3.0	25*	0	6
CC(C)NC(=O)N[C@@H]1C=C[C@@H](CC(=O)NC2Cc3ccccc3C2)O[C@H]1CO	-1	0	.	0.1	4	4	15
Cc1ccc(-n2cc(CCCCCCCCC(=O)O)nn2)cc1	0	3	-10	1.3	.	-14	8
COc1ccc2ccccc2c1/C=N/NC(=O)c1nnn(-c2nonc2N)c1C(C)C	-6	4	8	-2.8	28*	-3	9
CCOC(=O)C[C@@H]1OC[C@H](C)N1S(=O)(=O)c1ccc(C)cc1	16	0	.	0.3	-6	.	1
O=C([C@H]1[C@H](CO)[C@H]2Cn3c(cccc3=O)[C@H]2N1Cc1ccccc1Cl)N1CCCCC1	1	-2	.	.	1	-4	2
C[C@@H]1CCCCO[C@@H](CN(C)Cc2ccccc2)[C@@H](C)CN([C@H](C)CO)C(=O)c2cc(NC(=O)Cc3ccccc3)ccc2O1	-2	2	11[16.7 µM]	1.9	3	-3	-11
CCCCC(=O)Nc1nnc(CCOC)s1	-1	2	-4	-2.3	4	-4	-4
COc1cccc(OCc2cc(C(=O)N(C)C3CC(C)(C)NC(C)(C)C3)no2)c1	0	1	2	0.5	-2	-3	3
COc1ccc(CN(C)C[C@H]2OCCCC[C@@H](C)Oc3ccc(NC(=O)Nc4ccccc4)cc3C(=O)N([C@H](C)CO)C[C@H]2C)cc1	.	.	-5[16.7 µM]	-2.1	.	.	-8
O=C(CCn1c(=S)oc2ccccc21)Nc1ccccc1F	2	1	5	-2.7	0	0	7
C[C@H]1CN([C@@H](C)CO)C(=O)Cc2cc(N(C)C)ccc2O[C@H]1CN(C)C(=O)Nc1ccccc1	3	6	3[16.7 µM]	-3.2	-1	2	-2
COc1cccc(C(=O)N2CCC(n3nccc3NC(=O)C(OC)c3ccccc3)CC2)c1 (configuration not stated)	0	-5	.	-2.4	-1	1	3
CCCCOCCO	0	-1	1	0.0	0	4	?
COCC(=O)N1CC2(C1)CN(S(C)(=O)=O)[C@@H](CO)c1[nH]c3cc(OC)ccc3c12	2	-5	.	-2.0	1	-4	12
CNC[C@@H]1OCCCC[C@H](C)Oc2ccc(N)cc2C(=O)N([C@@H](C)CO)C[C@H]1C	0	-5	-5[16.7 µM]	2.3	0	-4	-1
CS(=O)(=O)c1ccc(N2CCN(S(=O)(=O)c3cccs3)CC2)c([N+](=O)[O-])c1	-6	7	-8	-4.5	0	-2	-8
COc1ccc(N/C(=N/c2nc(C)cc(C)n2)NC(=O)c2ccccc2)cc1	-3	6	.	-1.1	-3	-4	2
CCCNC(=O)OCc1cccnc1Sc1ccc(C)cc1	-1	-5	1	0.8	0	-3	?
CCOc1ccccc1OCC(=O)Nc1ccc2[nH]c(=O)[nH]c2c1	1	0	-6	-3.0	-2	-2	-7
CC(C)(C)NC(=O)C1c2ccccc2OCC(=O)N1CCc1ccccc1 (configuration not stated)	1	-5	.	-4.2	1	-1	0
Cc1cc(C)cc(-n2c(=O)c3ccccc3n(CC(=O)NCC3CCCO3)c2=O)c1 (configuration not stated)	-8	?	0	-2.3	4	-1	6
Cc1cc(S(=O)(=O)NCc2cccnc2)ccc1F	-1	0	.	-2.0	0	-3	3
Cc1nn(CCC(=O)N2CCN(S(=O)(=O)c3ccc(Cl)cc3)CC2)c(C)c1C	-5	3	-1	0.9	-8	-5	6
CC1CCN(C(=O)CNC(=O)Cc2ccccc2)CC1	1	5	2	-1.9	-2	5	-3
COc1ccc(N/C(N)=N/c2nc(C)c(Cc3ccccc3)c(=O)[nH]2)cc1	1	5	-3	.	-4	-3	0
CCN1C(=O)[C@H]2[C@@H](c3ccc(C)cc3)N3C(=O)N(c4cccc(Br)c4)C(=O)[C@@]3(CC(C)C)[C@H]2C1=O	-4	1	6	-3.2	-1	-1	?
C/C(=N\NC(=O)c1c(Cl)c(C)nn1C)c1ccc(NC(=O)C2CCC2)cc1	-1	5	66	11*	3	2	-6
CN1C(=O)c2cc(NC(=O)c3cccc(F)c3)ccc2OC[C@H]2O[C@H](CC(=O)NCc3ccccc3)CC[C@@H]21	.	.	25[16.7 µM]	0.5	.	.	-1
O=C(Cc1ccccc1)N[C@@H]1C=C[C@H](CC(=O)N2CCOCC2)O[C@@H]1CO	-1	-3	.	1.6	-2	-1	7
O=C(NC(=S)Nc1ccc2[nH]c(=O)[nH]c2c1)c1ccccc1Cl	-2	-2	-3	0.9	2	1	-3
CN(C(=O)CCc1cn(C)c2ccccc12)c1ccc(Oc2cccnc2)cc1	8	-7	.	1.2	.	0	3
CC(C)(C)OC(=O)[C@H](Cc1ccccc1)NC(=O)c1[nH]cnc1C(=O)Nc1cccc(Cl)c1	0	8	-4	-1.2	.	0	-7
CC(=O)Nc1ccc(NC(=O)CSc2ccc(-c3sc(C)nc3C)nn2)cc1	8	5	-5	-2.5	1	1	-5
C[C@@H]1O[C@@H](O[C@H]2[C@H](O)[C@@H](O)[C@H](Oc3c(-c4ccc(O)c(O)c4)oc4cc(O)cc(O)c4c3=O)O[C@@H]2CO)[C@H](O)[C@H](O)[C@H]1O	.	-7	.	-2.1	.	1	-7
Cc1ccc(C(=O)NC2CCCc3ccccc32)cc1[N+](=O)[O-] (configuration not stated)	3	5	16	1.3	-1	5	-3

Three of the entries above in order of the ERAP1 HTS inh value, falling:
canonical_smiles	CASP6 VEID inh	ERp5 block	miR-122 sensor	CFTR F508del cor	SIRT5 inh	ERAP1 HTS inh	DENV2 CPE
O=C(NC(=S)Nc1ccc2[nH]c(=O)[nH]c2c1)c1ccccc1Cl	-2	-2	-3	0.9	2	1	-3
O=C(Cc1ccccc1)N[C@@H]1C=C[C@H](CC(=O)N2CCOCC2)O[C@@H]1CO	-1	-3	.	1.6	-2	-1	7
Cc1nn(CCC(=O)N2CCN(S(=O)(=O)c3ccc(Cl)cc3)CC2)c(C)c1C	-5	3	-1	0.9	-8	-5	6

The results go on:
canonical_smiles	CASP6 VEID inh	ERp5 block	miR-122 sensor	CFTR F508del cor	SIRT5 inh	ERAP1 HTS inh	DENV2 CPE
C[C@@H](NC(=O)C[C@H]1C=C[C@H](NS(=O)(=O)c2cccc(F)c2)[C@H](CO)O1)c1ccccc1	0	2	.	-2.5	3	3	?
c1cn2c(-c3ccc(N4CCOCC4)cc3)cncc2n1	11	-7	.	1.1	3	3	-2
Cc1nonc1NC(=O)CSc1cn[nH]n1	-1	0	.	-0.6	1	-1	1
O=C(CCCc1nc2ccccc2s1)N1CCN(c2ccccc2)CC1	0	0	2	.	-1	8	.
CO[C@@H](CN(C)S(=O)(=O)c1ccc(Cl)cc1)[C@H](C)CN(Cc1ccccc1Cl)[C@H](C)CO	1	-3	.	1.5	-2	1	1
COc1ccc(-c2noc(CCCCC(=O)N3CCN(c4cc(C)ccc4C)CC3)n2)cc1	-4	2	-5	1.5	-6	-1	-6
O=C(CSc1n[nH]c(-c2cccs2)n1)N1CCCC1	0	-5	-1	3.8	-3	0	-2
C[C@H](O)C#Cc1cnc2c(c1)C(=O)N([C@@H](C)CO)C[C@@H](C)[C@H](CN(C)C(=O)Cc1ccccn1)O2	-1	4	-7[16.7 µM]	0.2	-3	-1	6
NC(=O)C1=C[C@@H](c2ccccc2)C[C@@H](OCCCCO)O1	2	-2	-10	3.7	-2	5	-17
COc1ccc(NC(=O)Nc2ccc3c(c2)C(=O)N([C@@H](C)CO)C[C@H](C)[C@@H](CN(C)C(=O)Cc2ccccc2)OCCCC[C@H](C)O3)cc1	4	-10	-17[16.7 µM]	1.4	2	3	-10
COc1ccccc1NC(=S)N1CCC(C(=O)c2ccc(F)cc2)CC1	-6	-1	.	-2.5	-2	-3	5
C[C@@H]1CN([C@@H](C)CO)C(=O)c2cccc(NC(=O)Nc3ccc(C(F)(F)F)cc3)c2O[C@@H]1CN(C)S(=O)(=O)c1ccc(F)cc1	1	-1	-6[16.7 µM]	2.5	0	-5	-5
Clc1ccc(CN2C3=NCCCN3c3ccccc32)c(Cl)c1	1	-3	.	-0.2	-3	0	-2
CC(C)(C)C(=O)N1N=C(c2ccc(NS(C)(=O)=O)cc2)CC1c1cccs1 (configuration not stated)	2	1	.	-0.3	-10	-3	-1
CCC(=O)Nc1ccc2c(c1)C(=O)N(C)C[C@@H](OC)[C@H](C)CN(CCc1ccccc1)[C@@H](C)CO2	0	-3	-15[16.7 µM]	4.9	-1	-3	-7
O=C(Nc1ccccc1F)N1[C@@H]2CNc3ccccc3[C@@H]2[C@@H]1CO	0	0	-8[16.7 µM]	-3.5	-3	-3	1
COC(=O)c1ccc2c(=O)[nH]c(COC(=O)CCC(=O)c3ccc(Cl)cc3)nc2c1	5	0	1	1.8	-5	-2	9
O=C(CN1C(=O)c2ccccc2C1=O)NCCc1c[nH]c2ccccc12	-1	1	-3	.	8	0	?
Cc1ccc(C(=O)CSc2nnc(N)s2)c(C)c1	-2	1	-5	-0.4	.	0	0
c1ccc(-c2nnsc2Sc2ccccn2)cc1	-2	-6	.	-0.1	-1	7	-5
CC(C)C[C@H](NC(=O)C1CC(=O)N(c2ccc3c(c2)OCO3)C1)C(=O)NCc1ccco1 (some centres not stated)	-1	3	4	0.9	0	-3	-2
C[C@@H]1CN([C@@H](C)CO)C(=O)c2cccc(NC(=O)Nc3ccccc3)c2O[C@@H]1CN(C)Cc1ccc(C(=O)Nc2ccccc2N)cc1	.	0	140*[16.7 µM]	1.1	2	1	4
CN(C)CCCN1c2ccccc2CCc2ccccc21	0	4	-15	2.3	-5	-3	17
O=c1oc2ccccc2c2c1cnc1ccccc12	0	3	-2	0.1	-2	-1	2
COc1cc(C(=O)OCC(=O)c2ccccc2)cc2c1OCCO2	-2	-5	-10	2.2	-2	-3	7
Cc1cc(C)c(NC(=O)CSc2nc3c(c(=O)n2C)SC(C)C3)c(C)c1 (configuration not stated)	1	3	-10	-2.6	-5	3	?
O=C(N[C@@H](Cc1ccc(O)cc1)C(=O)O)c1cccnc1	-4	2	2	-1.5	4	-2	4
COC(C[C@H]1O[C@@H]1[C@H](O)[C@H](C)OCc1ccccc1)OC	1	-10	-7	2.7	-6	0	-10
CC(=O)N1CCOc2ccc(S(=O)(=O)N3CC(C)CC(C)C3)cc21 (configuration not stated)	4	2	.	2.1	0	4	5
C[C@H](CO)N1C[C@H](C)[C@H](CN(C)Cc2ccc(Cl)c(Cl)c2)OCc2cnnn2CCCC1=O	1	8	-3[16.7 µM]	2.0	-4	-2	3
FC(F)(F)c1cccc(Cn2c3[n+](c4ccc(C(F)(F)F)cc42)CCCCC3)c1	0	3	.	1.9	-3	3	6
COc1ccc(NC(=O)Nc2ccc3c(c2)C(=O)N([C@H](C)CO)C[C@H](C)[C@H](CN(C)C(=O)C2CCCCC2)OCCCC[C@H](C)O3)cc1	0	7	-12[16.7 µM]	4.7	1	2	7
C[C@@H]1CN([C@H](C)CO)C(=O)c2cccc(N(C)C)c2O[C@@H]1CN(C)Cc1ccncc1	4	-3	7[16.7 µM]	-0.3	0	5	10
C[C@H](CO)N1C[C@H](C)[C@H](CN(C)C(=O)Nc2cccc3ccccc23)Oc2ncc(-c3cccc(F)c3)cc2C1=O	-4	4	-5[16.7 µM]	-0.2	2	2	3
Cc1noc(C)c1S(=O)(=O)Nc1ccc2c(c1)CC(=O)N([C@H](C)CO)C[C@@H](C)[C@H](CN(C)S(=O)(=O)c1ccc(Cl)cc1)O2	1	1	0[16.7 µM]	0.4	1	3	0
